CHRM4 PAM: positive allosteric modulators of human muscarinic M4 receptor; P08173; CHO-K1 hM4/Gqi5, Fluo-8 calcium fluorescence, ACh EC20; 0% = ACh EC20, 100% = maximal ACh; activation, % at 3 µM; 360,000 compounds, 0.4% hits;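 active = activation above its plate's cutoff, the mean activation of sample wells plus 3 SD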; note: some results filed as inactive read as strong as hits
Target sequence (P08173 whole entry, looked up): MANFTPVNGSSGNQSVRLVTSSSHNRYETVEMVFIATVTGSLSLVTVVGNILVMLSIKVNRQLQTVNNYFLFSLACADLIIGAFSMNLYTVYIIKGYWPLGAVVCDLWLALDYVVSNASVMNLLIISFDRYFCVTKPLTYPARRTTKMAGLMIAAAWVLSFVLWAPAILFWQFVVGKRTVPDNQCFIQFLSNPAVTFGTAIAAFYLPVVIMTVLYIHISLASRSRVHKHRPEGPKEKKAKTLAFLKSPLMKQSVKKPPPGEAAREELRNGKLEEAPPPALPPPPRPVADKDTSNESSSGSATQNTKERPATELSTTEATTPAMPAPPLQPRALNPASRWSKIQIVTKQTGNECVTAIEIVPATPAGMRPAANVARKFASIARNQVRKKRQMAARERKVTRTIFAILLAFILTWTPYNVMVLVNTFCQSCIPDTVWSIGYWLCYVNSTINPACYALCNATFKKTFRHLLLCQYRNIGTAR
CHRM4 agonist: agonists of human muscarinic M4 receptor (CHRM4) | P08173 | CHO-K1 hM4/Gqi5, Fluo-8 calcium fluorescence; vehicle 0%, full acetylcholine response 100% | activation, % at 3 µM | 360,000 compounds, 0.14% hits;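 active = activation above the run mean over all test wells plus 3 SD, cut at about 32% in these data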;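 note: peak over basal fluorescence ratio per well then scaled between controls; 0% = DMSO wells and 100% = acetylcholine at EC100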
M5 ag: agonists of human muscarinic M5 receptor (CHRM5) | P08912 | CHO-K1 hM5 cells, Fluo-8 calcium fluorescence; 0% DMSO wells, 100% maximal acetylcholine response | activation, % at 3 µM | 360,000 compounds, 0.19% hits;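 active = activation above the run's mean over test compounds plus 3 SD, cut at about 23% in these data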;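 note: signal is peak over basal fluorescence ratio across the kinetic read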
Target sequence (P08912 whole entry, looked up): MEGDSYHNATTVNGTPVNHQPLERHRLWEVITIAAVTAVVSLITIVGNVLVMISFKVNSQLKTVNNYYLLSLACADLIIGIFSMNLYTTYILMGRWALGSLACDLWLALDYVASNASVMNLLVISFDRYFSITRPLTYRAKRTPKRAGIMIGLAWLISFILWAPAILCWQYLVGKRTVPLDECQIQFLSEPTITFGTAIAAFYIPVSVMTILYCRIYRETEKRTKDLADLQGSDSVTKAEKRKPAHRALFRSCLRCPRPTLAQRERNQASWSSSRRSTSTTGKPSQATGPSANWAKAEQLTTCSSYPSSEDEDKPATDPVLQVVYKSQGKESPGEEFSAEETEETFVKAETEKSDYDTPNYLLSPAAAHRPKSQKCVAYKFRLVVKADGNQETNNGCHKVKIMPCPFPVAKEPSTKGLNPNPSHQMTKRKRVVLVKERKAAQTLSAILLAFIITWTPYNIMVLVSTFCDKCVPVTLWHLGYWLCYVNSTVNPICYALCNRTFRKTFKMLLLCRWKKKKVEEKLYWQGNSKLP
M1 antag: human CHRM1 antagonism; inhibition, % at 3 µM; P11229; 360,000 compounds, 1.3% hits; CHO-K1 hM1, Fluo-8 calcium fluorescence, ACh EC80 antagonist;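 active = percent inhibition above its own plate's cutoff, namely the mean of that plate's compound wells plus 3 SD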;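 note: peak over basal fluorescence ratio during 140 s after agonist addition; 0% = ACh EC80 plus DMSO and 100% = DMSO alone without agonist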
CHRM5 PAM: potentiates acetylcholine response at human M5 receptor | CHO-K1 hM5, Fluo-8 calcium, ACh EC20 PAM; 0% = ACh EC20, 100% = ACh EC100 | activation, % at 3 µM | 360,000 compounds, 0.3% hits;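 active = activation above the run cutoff, the mean activation of all test compounds plus 3 SD, cut at about 18% in these data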
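System: CHO-K1 cell line with stable human muscarinic M5 receptor expression | Also added: EC20 acetylcholine as agonist stimulus | Compound: One concentration, 3 µM final (nominal) | Timing: Fluo-8 loading 80 min at 37 °C plus 30 min room temperature | Measured by: Fluo-8 calcium dye fluorescence, kinetic read | Read-out basis: % activation, ACh-normalized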
M4 antag: blocks acetylcholine activation of human M4 receptor. inhibition, % at 3 µM. AID 624125. P08173. CHO-hM4 cells, ACh EC80, Fluo-8 calcium fluorescence. 360,000 compounds, 0.73% hits;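 active = inhibition above its plate's cutoff, the mean inhibition of sample wells plus 3 SD, cut at about 27% in these data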;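 note: 0% = acetylcholine EC80 with DMSO and 100% = DMSO without agonist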
CRFBP-R2 agonist: agonists of human CRF-binding protein/CRF-R2 receptor complex; HEK293 CRF-R2/CRF-BP, calcium dye fluorescence (FLIPR); percent of saturating CRF peptide response; 350,000 compounds, 0.46% hits; activation, % at 13.2 µM;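 active = activation of at least 50%, plus an integration ratio under a set limit after plate pattern correction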;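 note: plate controls were neutral control wells without compound for no effect and CRF at EC100 for full effect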
M1 PAM: positive allosteric modulators of human M1 muscarinic receptor | activation, % at 3 µM | 360,000 compounds, 0.088% hits | AID 588819 | P11229 | CHO-K1 hM1, Fluo-8 calcium fluorescence, ACh EC20; 0% = ACh EC20, 100% = maximal ACh; in the data active = activation above about 19%, passing the limit was not always enough
CHRM5 antagonist: CHRM5 antagonism in calcium assay | P08912 | CHO-hM5 cells, Fluo-8 calcium fluorescence, ACh EC80 | inhibition, % at 3 µM | 360,000 compounds, 0.59% hits;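 active = inhibition above a per-plate cutoff, the mean of that plate's test compounds plus 3 SD, cut at about 27% in these data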;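 note: 0% = acetylcholine EC80 with DMSO and 100% = DMSO without agonist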
An asterisk follows results filed as active; . = no result given.

Molecule | CHRM4 PAM | CHRM4 agonist | M5 ag | M1 antag | CHRM5 PAM | M4 antag | CRFBP-R2 agonist | M1 PAM | CHRM5 antagonist
Cc1oc(/C=N/NC(=O)CC2(C)OCCO2)cc1Br | 0 | 1 | -1 | 0 | 1 | 3 | -1.3 | 2 | -6
COc1ccc2nc(C)cc(N/N=C/c3ccc(F)cc3)c2c1 | 2 | 0 | -4 | -13 | 1 | 6 | -0.8 | 7 | 13
O=C(NCCN1CCOCC1)c1cc(-c2ccco2)on1 | -5 | 1 | -1 | -5 | -1 | 1 | -0.5 | 12 | 3
CC1(C)CC(=O)C/C(=N\NC(=O)C2CC23CCC3)C1 (stereo unspecified) | 7 | 3 | -6 | -12 | 3 | -17 | 0.6 | 8 | 2
CCN(CC)c1ccc(C(=O)N/N=C(\C)c2cccc(OC)c2)cc1 | 3 | 2 | -6 | -7 | 1 | -1 | 0.1 | 7 | 1
COc1cc([N+](=O)[O-])ccc1NC(=O)CCS(=O)(=O)c1ccc2c(c1)n(C)c(=O)c(=O)n2C | -1 | 0 | 2 | -4 | 5 | 2 | -0.1 | 6 | -7
CC(C)(C)NC(=O)NC(=O)CN1CCc2ccccc21 | -17 | 21 | 2 | 25 | -14 | 14 | 2.0 | -7 | 18
CC(C)NC(=O)c1ccccc1S(=O)(=O)c1ccccc1C#N | 3 | 1 | 2 | -19 | 0 | -2 | 0.3 | 0 | -7
CC(=O)Nc1c(C(=O)Nc2ccc3c(c2)OCO3)oc2ccccc12 | 0 | 2 | -2 | -16 | 5 | -5 | -1.2 | 16 | -4
O=C(CCC(=O)c1ccc[nH]1)c1ccc(Cl)cc1 | 7 | 3 | 6 | -2 | -1 | -2 | 1.0 | 8 | 0
CCC(CC)CN1C(Nc2ccccc2)=NC[C@@H]1C | -4 | 2 | -5 | 0 | 2 | 2 | -0.3 | 1 | 10
COc1ccc(NC(=O)CN(C)C(=O)CCCSc2nc3ccccc3[nH]2)cc1 | -1 | 1 | -2 | -29 | -5 | -12 | 0.6 | 13 | 6
CCOc1cc(S(=O)(=O)N2CCCCC2)ccc1Cl | -1 | -1 | -14 | -5 | 6 | -1 | -1.1 | 1 | -8
Cc1ccc(Cn2nnc3c(=O)[nH]c(C4CCN(S(=O)(=O)Cc5ccccc5)CC4)nc32)cc1 | -2 | 2 | -3 | -22 | 2 | -30 | 2.7 | 13 | 0
CCCCn1nnnc1C1(C)CCC(=O)N1CCCn1ccnc1 (stereo unspecified) | 5 | 1 | 2 | . | -11 | -1 | . | . | 10
C=CCNc1nc2c(c(=O)[nH]c(=O)n2C)n1CCCc1ccccc1 | -5 | 1 | 2 | 0 | 10 | -7 | -3.0 | 5 | -7
COc1cc(/C=C2/SC(=S)N(Cc3ccccc3)C2=O)ccc1OCC(=O)O | 1 | 1 | 9 | -10 | 5 | -7 | 0.3 | 15 | -12
c1ccc2[nH]c(CSc3nc4ccccc4s3)nc2c1 | -8 | 6 | 3 | 0 | -10 | 2 | -2.2 | -1 | 6
COc1ccc(C(=O)OCC(=O)c2c[nH]c3ccccc23)c(OC)c1 | -4 | 20 | 6 | 5 | -18 | 1 | -0.4 | -3 | 7
CCOc1ccc(NC(=O)C[n+]2ccccc2)cc1 | 10 | 0 | -1 | -10 | 0 | 5 | -4.3 | 10 | 10
Cc1ccccc1C(=O)NC(=S)N(C)CCc1ccccn1 | 2 | 1 | -1 | 17 | -2 | 11 | -0.7 | -7 | 1
COc1ccc(CNc2nc(-c3cccnc3)nn2C(=O)c2cccs2)cc1 | -1 | 2 | -2 | 15 | -3 | 1 | 5.6 | -7 | 13
COCCNC(=O)c1cccc2c1C(=O)c1ccc(N3CCOCC3)cc1S2(=O)=O | 0 | 8 | 3 | -2 | -16 | 1 | 5.3 | 8 | 15
O=C(NC1CC1)C1=C[C@@H](c2ccccc2)C[C@@H](OCc2ccc(CO)cc2)O1 | 4 | 2 | 1 | -1 | 2 | 5 | 0.5 | 7 | 0
COc1ccc(OCC(=O)NC(=O)c2ccccc2)c([N+](=O)[O-])c1 | 1 | 1 | 1 | 1 | -6 | -6 | 2.1 | 2 | 8
O=C(CCN1C(=O)/C(=C/c2ccco2)SC1=S)Nc1ccc(O)cc1C(=O)O | -7 | 1 | 0 | -6 | -5 | 13 | 5.0 | 0 | 4
CCOc1ccc(OCCC(=O)OCC(=O)NCc2ccccc2)cc1 | -1 | 1 | -4 | -3 | 3 | 0 | -4.4 | 11 | -11
CN(C)S(=O)(=O)c1ccc(C(=O)N2CCN(S(=O)(=O)c3ccc4c(c3)OCCO4)CC2)cc1 | 13 | 1 | -6 | -11 | 6 | -21 | -0.5 | 9 | -2
COc1cc(/C=N/NC(=O)CCc2ccccc2)ccc1O | 5 | 4 | 1 | -1 | -2 | -1 | -0.1 | 4 | 4
Cc1ccc2cccc(OCC(=O)NCCC3=CCCCC3)c2n1 | 5 | 6 | -3 | 4 | -4 | -9 | -0.4 | 3 | 3
CC(=O)n1nc(-c2ccc(C)cc2)nc1NCc1ccc(F)cc1 | 4 | 0 | 1 | -8 | 5 | -8 | -0.5 | 9 | 4
COc1ccccc1/C=C1\SC(=S)N(CCC(=O)NC2=NCCS2)C1=O | 1 | 1 | -1 | -18 | -2 | -5 | 4.1 | 11 | 6
Cn1cnc2cc(OC(=O)c3ccccc3)ccc21 | 0 | 1 | 1 | -11 | -2 | 7 | -1.3 | 14 | 15
O=C(C1=C(O)C(=O)N(c2nccs2)C1c1ccccc1)c1cc2ccccc2o1 (stereo unspecified) | -17 | 29 | 65* | 8 | -24 | 11 | 168* | -8 | 8
O=c1oc2ccccc2c2c1nc(C(F)(F)F)n2-c1ccccc1 | 5 | 0 | -5 | -18 | -2 | -4 | -1.6 | 10 | -1
CC1(OC(=O)C2CCCC2)C(=O)C=C2C=C(c3ccsc3)N(CC3CC3)C=C2C1=O (stereo unspecified) | -8 | 0 | 1 | 67* | -14 | 13 | 1.4 | -39 | 8
COc1ccc(C(=O)NC(=S)NCCO)cc1Br | 5 | 2 | 0 | -5 | 1 | -2 | -0.4 | 1 | 1
COc1ccc(C(=O)C(C)OC(=O)c2sc(C)nc2C)cc1 (stereo unspecified) | 4 | 1 | 2 | 0 | 5 | -2 | 0.0 | 0 | 3
COc1ccc(-n2c(N)c(C#N)c3ccc([N+](=O)[O-])cc3c2=O)cc1 | 3 | 2 | 1 | 1 | 12 | -10 | 4.1 | 4 | -12
COc1cc(C(=O)NC2CC(C)(C)CC(C)(C)C2)ccc1OC1CCN(C(C)=O)CC1 | -3 | -1 | -8 | -11 | -1 | -4 | -1.1 | 7 | 13
Cc1cc(NC(=O)c2ccc(N3C(=O)CCC3=O)cc2)no1 | 10 | 1 | -7 | -8 | 3 | -10 | 0.1 | 7 | -8
Cc1ccc(C2C(C#N)=C(N)OC3=C2C(=O)CC(C)(C)C3)s1 (stereo unspecified) | -7 | 0 | -3 | -1 | 4 | 4 | -0.9 | 1 | 4
CCOC(=O)CCCc1ccc(/C(C)=N/NC(N)=S)cc1 | -1 | 0 | 1 | -4 | -1 | -5 | -0.2 | 1 | 11
CCCC1C(=O)N(Cc2ccccc2)C(=O)CC1C (stereo unspecified) | 4 | 0 | -11 | -13 | 10 | -1 | -0.1 | 8 | -2
Cn1c2ccccc2c2cc(/C=N/NC(=O)c3cc(O)ccc3O)ccc21 | -4 | 2 | -4 | 30* | 4 | 1 | -7.1 | -12 | -2
CCOC(=O)c1cc(CC)sc1N | 0 | -1 | 2 | -21 | 5 | -10 | 1.2 | 14 | 4
O=C1CCc2cc(S(=O)(=O)NC(C(=O)N3CCN(c4ccccn4)CC3)c3ccccc3)ccc2N1 (stereo unspecified) | 0 | 1 | -4 | -10 | 3 | 7 | -2.5 | 8 | 7
N=C1/C(=C/c2cccn2-c2ccc([N+](=O)[O-])cc2)C(=O)N=C2SC=CN12 | -7 | 8 | -1 | 0 | -9 | -2 | 0.1 | -8 | 11
COc1ccc(NC(=O)c2oc3ccccc3c2NC(=O)C2CCCO2)cc1OC (stereo unspecified) | -9 | 13 | 7 | 16 | -13 | 1 | -7.3 | 0 | 13
COC(=O)c1ccc(C2C(Oc3ccc(OC)cc3)C(=O)N2CCc2ccc(OC)c(OC)c2)cc1 (stereo unspecified) | 14 | 0 | -5 | 2 | -3 | -7 | 1.7 | 0 | -8
CC1=C(C(=O)OCC(C)C)C(c2ccsc2)NC(=O)N1 (stereo unspecified) | -4 | 0 | -2 | -2 | 6 | 9 | 6.2 | 2 | -1
CN(C)c1ccc(/C=C(\NC(=O)c2ccccc2)C(=O)N/N=C/c2ccc(C(=O)O)cc2)cc1 | -4 | 4 | -1 | 2 | -3 | 9 | -0.8 | 1 | 13
CCC1=[N+](CC(=O)c2ccc(C)cc2)CCn2cccc21 | 3 | 1 | 0 | -7 | 0 | 8 | 1.7 | 4 | 4
COc1ccc(-c2cc(-c3n[nH]c(=S)n3-c3cccc4ccccc34)[nH]n2)cc1 | 12 | 0 | -4 | -10 | -4 | -4 | -0.5 | 11 | 2
Cc1ccc(C(=O)O[C@H](C(=O)O)[C@H](OC(=O)c2ccc(C)cc2)C(=O)O)cc1 | -1 | 0 | -4 | -11 | -1 | -3 | 1.1 | 13 | 5
COc1ccc(NC(=O)C2CCCN(C)C2)cc1OCC(C)C (stereo unspecified) | -1 | 0 | 0 | -8 | 3 | 17 | -0.4 | 4 | 0
N#CC1(C#N)[C@@H](C(=O)C23CC4CC(CC(C4)C2)C3)C12CCOCC2 | 5 | 1 | 0 | 11 | 0 | -5 | 0.6 | -5 | 0
CN(C)c1ccnc2sc3c(=O)n(-c4ccccc4)cnc3c12 | 10 | 1 | -2 | -1 | -5 | -8 | -0.1 | 4 | 1
CCCOc1cccc(C(=O)N(Cc2ccccc2)C2CCS(=O)(=O)C2)c1 (stereo unspecified) | -6 | 3 | -4 | -3 | 2 | 3 | -0.4 | 5 | 6
COc1cc(OC)cc(C(=O)NNC(=O)CCCOc2ccccc2)c1 | -1 | 0 | 3 | 1 | 1 | -9 | -1.4 | 8 | 3

(cont.)
Molecule | CHRM4 PAM | CHRM4 agonist | M5 ag | M1 antag | CHRM5 PAM | M4 antag | CRFBP-R2 agonist | M1 PAM | CHRM5 antagonist
CNc1cccc(-c2cccc(C(=O)N3CCOCC3)c2)n1 | 1 | 2 | 0 | -13 | -8 | -13 | . | 6 | 6
Cc1ccccc1OCCC(=O)NCCc1ccc(S(N)(=O)=O)cc1 | 14 | 1 | 0 | -10 | 3 | -5 | -2.1 | 15 | 0
O=C(COC(=O)c1cccc(C(F)(F)F)c1)NCc1ccccc1 | 5 | 0 | -5 | -6 | 2 | -15 | -2.4 | 2 | -7
CCOC(=O)N1CCN(C2=C(NS(=O)(=O)c3ccc(Br)cc3)C(=O)c3ccccc3C2=O)CC1 | 5 | 3 | -3 | -15 | -7 | -29 | -4.5 | 6 | -6

Source: PubChem (several laboratories)
